Screening data: PubChem, Broad Institute
miR-122 sensor: inhibitors of miR-122 in Huh7 cells. AID 602342. Huh7 miR-122 Renilla luciferase sensor, 48 h; neutral wells = 0, positive control = 100. actives 0.3% (n = 340,000). activation (reporter increase), % at 12.5 µM;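 active = mean replicate activation score at least 90 and every replicate individually at or above 90; inconclusive = only one of the two criteria met; inactive = neither criterion met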;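 also: higher luciferase means less miR-122 activity so hits act as miR-122 inhibitors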
ARNT-TACC3 inh: ARNT/TACC3 interaction disruption; Q9Y6A5; AlphaScreen His-ARNT PAS-B/GST-TACC3 binding, luminescence; TACC3 fragment carries E629A point mutation; inhibition, % at 9.99 µM; actives 0.66% (n = 390,000); AID 623870;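 active = mean inhibition of replicates at least 50% and at least half of replicates each reaching 50%; inconclusive = half or more replicates reach 50% but mean below 50%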;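 also: 0% = complete ARNT plus TACC3 wells and 100% = ARNT alone without TACC3; many hits fall short of the cut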
ERp5 block: blocks human ERp5 reductase activity on insulin; Q15084; ERp5 insulin aggregation, absorbance 650 nm, 90 min; inhibition, % at 9.99 µM; actives 0.05% (n = 350,000);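 active = mean replicate inhibition above about 25%, with every replicate also reaching it, limit read from the data, passing the limit was not always enough; inconclusive = only one of those two criteria met; inactive = neither criterion met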
Target sequence (Q15084 whole entry, looked up): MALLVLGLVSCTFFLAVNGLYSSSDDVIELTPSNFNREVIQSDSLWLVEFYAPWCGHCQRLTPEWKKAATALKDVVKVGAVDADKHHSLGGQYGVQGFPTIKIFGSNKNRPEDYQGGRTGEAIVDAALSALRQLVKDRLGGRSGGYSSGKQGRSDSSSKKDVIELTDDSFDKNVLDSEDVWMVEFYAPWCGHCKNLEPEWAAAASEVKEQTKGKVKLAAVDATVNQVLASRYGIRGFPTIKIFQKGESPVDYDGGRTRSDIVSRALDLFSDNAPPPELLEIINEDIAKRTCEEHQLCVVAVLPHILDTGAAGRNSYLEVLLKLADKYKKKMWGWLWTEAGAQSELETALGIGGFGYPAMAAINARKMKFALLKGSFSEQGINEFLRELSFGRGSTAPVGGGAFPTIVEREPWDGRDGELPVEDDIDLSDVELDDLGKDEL
C2C12 statin: suppression of simvastatin myotoxicity. C2C12 myotubes + simvastatin, ATP luminescence, 48 h; scaled: DMSO 0, geranylgeraniol control 100. rescue of ATP level, % at 7.49 µM. actives 0.78% (n = 330,000). AID 602340;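 active = mean ATP rescue above about 67%, or every replicate alone reaching that limit, limit read from the data, passing the limit was not always enough; inconclusive = no clear call, values can overlap the other calls; inactive = mean under the limit and some replicate under it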;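 also: myotubes were challenged with 10 µM simvastatin during compound exposure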
esBAF inh: blocks esBAF chromatin remodeling in mouse ES cells | Bmi1-luciferase knock-in reporter, 24 h; 100% = twice the neutral-well signal | reporter increase, % at 12.5 µM | actives 2% (n = 350,000) | AID 602393; in the data active = activation above about 40%; inconclusive = no clear call, values can overlap the other calls;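 also: 0% = median of the plate's neutral control wells and 100% = double that signal; a rise in the Bmi1 reporter signal indicates esBAF inhibition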
SIRT5 inh: blocks human SIRT5 desuccinylation of peptide | inhibition, % at 15 µM | Purified SirT5, succinyl-peptide AMC, trypsin-coupled fluorescence | actives 1.1% (n = 330,000); in the data active = inhibition above about 15%; inconclusive = no clear call, values can overlap the other calls
Target sequence (Q9NXA8 whole entry, looked up): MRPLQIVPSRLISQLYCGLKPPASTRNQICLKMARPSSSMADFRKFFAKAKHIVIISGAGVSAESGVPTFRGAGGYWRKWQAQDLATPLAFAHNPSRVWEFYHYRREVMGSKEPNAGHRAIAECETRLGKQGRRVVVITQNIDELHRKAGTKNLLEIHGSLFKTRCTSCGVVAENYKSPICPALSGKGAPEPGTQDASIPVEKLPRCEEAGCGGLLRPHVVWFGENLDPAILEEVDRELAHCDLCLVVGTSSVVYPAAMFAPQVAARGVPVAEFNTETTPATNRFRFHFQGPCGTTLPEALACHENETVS
Cneo AK release: causes C. neoformans cell lysis | lysis activity, % at 15 µM | actives 0.2% (n = 360,000) | adenylate kinase release luminescence, 4 h; normalised: neutral wells 0, clomiphene wells 100;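 active = mean lysis activity across replicates of at least 80%, whatever share of replicates individually reach that level; inactive = mean lysis activity below 80%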
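read-out = cell lysis signal | test system = log-phase Cryptococcus neoformans yeast cells | input = cells at 5 × 10^6 per mL | medium = fresh YPD growth medium | signal = luminescent adenylate kinase detection reagent | timing = 4 h at 37 °C static, read 1 h later | dosing = single dose | controls = Clomiphene as positive lysis control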
Active calls of the source: *; ? = inconclusive; / = no result given; [ ] = another dose, or the depositor's remark.

Codes – A = miR-122 sensor; B = ARNT-TACC3 inh; C = ERp5 block; D = C2C12 statin; E = esBAF inh; F = SIRT5 inh; G = Cneo AK release
compound: O=C(COC(=O)c1ccc(S(=O)(=O)C(F)F)cc1)Nc1ccccc1C(=O)NC1CC1
  A: -4; B: -2; C: -2; D: -13; E: -4; F: -1; G: -2
compound: C[C@@H]1CCCCO[C@H](CN(C)C(=O)c2ccncc2)[C@@H](C)CN([C@@H](C)CO)C(=O)c2cc(NC(=O)c3ccncc3)ccc2O1
  A: 2[16.7 µM]; B: 21; C: 0; D: /; E: 0; F: -3; G: 5
compound: CC(CCc1ccccc1)N(C)CC(O)c1cccc([N+](=O)[O-])c1 (configuration not stated)
  A: -2; B: -8; C: 10; D: /; E: /; F: 2; G: -4
compound: O=C(NC(=S)Nc1ccc(C(=O)N2CCOCC2)cc1)c1ccc([N+](=O)[O-])cc1
  A: /; B: -4; C: /; D: 1; E: 1; F: /; G: -1
compound: O=C1CCCCCC1C1(O)C(=O)Nc2ccccc21 (configuration not stated)
  A: 0; B: -2; C: /; D: -7; E: -1; F: /; G: 1
compound: CCN(CC)S(=O)(=O)c1ccc(C(O)=C(C#N)c2nc3ccccc3n2C)cc1
  A: -4; B: 7; C: -7; D: /; E: /; F: -2; G: /
compound: CON/C=C(\C=Nc1ccc(C(F)(F)F)cc1)c1ncc(C(F)(F)F)cc1Cl
  A: 5; B: -6; C: /; D: 0; E: -5; F: /; G: -1
compound: CCCOc1ccc(F)cc1-c1cc(C(=O)NCc2cc(OC)cc(OC)c2)[nH]n1
  A: 0; B: /; C: 2; D: 4; E: -10; F: -1; G: 0
compound: Cc1ccc(CN=c2c([N+](=O)[O-])nn(-c3ccc(Cl)cc3)n2O)cc1
  A: -6; B: 8; C: -2; D: 5; E: 28; F: -1; G: -1
compound: Cc1ccc(NCC(=O)N/N=C/c2cccc(Br)c2)cc1
  A: -1; B: -5; C: -3; D: 5; E: 1; F: 16*; G: -1
compound: O=C(O)C1CCN(S(=O)(=O)c2ccc(N3CCCC3C(=O)O)c([N+](=O)[O-])c2)CC1 (configuration not stated)
  A: /; B: -6; C: 8; D: 2; E: -9; F: 0; G: -3
compound: Cc1ccc(N2C(=O)CC(NNc3nc4ccccc4s3)C2=O)cc1C (configuration not stated)
  A: -6; B: -9; C: /; D: -5; E: -6; F: /; G: /
compound: Cc1nnc(NC(=O)CSc2nnc(C)n2-c2ccc(F)cc2)s1
  A: -2; B: -3; C: 7; D: 6; E: -4; F: /; G: -1
compound: COc1cc(C(=O)NCC(=O)Nc2c(C)cccc2C)ccc1OCc1ccccc1
  A: 8; B: /; C: 3; D: 10; E: 11; F: -2; G: -2
compound: CC(C)(C)NC(=O)C(c1ccco1)N(C(=O)c1csnn1)c1ccccc1 (configuration not stated)
  A: -10; B: 17; C: /; D: 9; E: -2; F: /; G: 0
compound: O=C1/C(=C/c2cccs2)SC(=S)N1NS(=O)(=O)c1ccccc1
  A: -2; B: -4; C: -2; D: 6; E: 6; F: 6; G: -1
compound: CC12CC3CC(C)(C1)CC(NCc1ccncc1)(C3)C2
  A: 0; B: -1; C: -2; D: -1; E: -3; F: -3; G: 10
compound: O=C(CSc1nnc(CNC(=O)c2ccc(F)cc2)o1)NCc1ccc2c(c1)OCO2
  A: -9; B: -12; C: 1; D: /; E: /; F: 2; G: 1
compound: COCC(=O)N1[C@@H]2CN(C(=O)C3CC3)c3ccccc3[C@@H]2[C@@H]1CO
  A: -8[16.7 µM]; B: -2; C: -6; D: 1; E: -2; F: -1; G: 0
compound: Cc1cc(C)n(CCNC(=O)C2CCC(=O)N(CC3CCCCC3)C2)n1 (configuration not stated)
  A: -7; B: -6; C: 2; D: -1; E: -3; F: 3; G: 3
compound: O=C(CSc1ccc(Cl)cc1)Nc1ccccc1N1CCN(C(=O)c2ccc(Cl)cc2)CC1
  A: /; B: -3; C: 2; D: /; E: /; F: -5; G: /
compound: CCNC(=O)C1(C)CCCN1Cc1ccccc1Cl (configuration not stated)
  A: -5; B: /; C: -1; D: -6; E: 7; F: -3; G: -1
compound: Cc1c(-n2c(O)c(C3=c4ccccc4=NC3=O)sc2=S)c(=O)n(-c2ccccc2)n1C
  A: /; B: 0; C: 4; D: /; E: /; F: -1; G: /
compound: CC(C)(C)c1ccc(C(=O)N/N=C/c2ccc(OCCCF)cc2)cc1
  A: /; B: 2; C: 2; D: /; E: /; F: 2; G: /
compound: CN1C/C(=C/c2ccccc2[N+](=O)[O-])C(=O)/C(=C\c2ccccc2[N+](=O)[O-])C1
  A: 18; B: 0; C: -3; D: /; E: /; F: -4; G: /
compound: C[C@@H]1CCCCO[C@H](CN(C)CC2CC2)[C@@H](C)CN([C@H](C)CO)C(=O)c2cc(NC(=O)Cc3ccccc3)ccc2O1
  A: 4[16.7 µM]; B: 13; C: 1; D: /; E: -2; F: 7; G: -12
compound: C[C@@H]1C=C(C(=O)N2CCCCCCC2)O[C@H](OCc2ccc(CO)cc2)C1
  A: /; B: -13; C: 0; D: /; E: /; F: -10; G: 1
compound: c1ccc(-c2nnc(C3CC(c4ccncc4)=NO3)o2)cc1 (configuration not stated)
  A: /; B: -2; C: 2; D: 6; E: 0; F: /; G: -2
compound: COCCNC(=O)CSc1nc2cc3c(cc2c(=O)n1Cc1ccco1)OCO3
  A: -7; B: -4; C: /; D: 4; E: 0; F: /; G: -1
compound: CCOC(=O)c1ccc(NC(=O)CSc2nnc(Cc3cccs3)n2C)cc1
  A: /; B: 1; C: 0; D: 3; E: 12; F: -1; G: 1
compound: O=C(c1ccc(Br)cc1)c1cc2ccc(O)cc2oc1=O
  A: /; B: -6; C: 2; D: -3; E: 9; F: 3; G: 1
compound: O=C(C[C@@H]1CC[C@H]2[C@@H](COC[C@H](O)CN2C(=O)Nc2cccc(F)c2)O1)NCc1ccccc1Cl
  A: 8[16.7 µM]; B: 0; C: 1; D: -11; E: 7; F: 2; G: -1
compound: O=C(C[C@H]1CC[C@@H](NS(=O)(=O)c2ccccc2)[C@@H](CO)O1)NCc1ccccc1F
  A: /; B: 0; C: 0; D: 1; E: -3; F: 3; G: 50
compound: C=CCSc1nnc(-c2ccccc2N=Cc2c(C)[nH]n(-c3ccccc3)c2=O)c(=O)[nH]1
  A: -2; B: 4; C: /; D: 3; E: 26; F: /; G: 1
compound: CC(=O)Nc1ccccc1-c1nc2cc(C#N)c(C#N)cc2[nH]c1=O
  A: -1; B: 5; C: -1; D: 9; E: ?; F: -3; G: -1
compound: CCn1cc(C(=O)NCCc2ccc(Cl)cc2)c(=O)c2ccc(C)nc21
  A: /; B: -16; C: 3; D: /; E: /; F: -5; G: /
compound: C[C@@H]1CN([C@@H](C)CO)C(=O)c2cc(NC(=O)CCC(F)(F)F)ccc2O[C@@H](C)CCCCO[C@H]1CN(C)C(=O)C1CCCCC1
  A: -4[16.7 µM]; B: -2; C: -6; D: /; E: 9; F: 0; G: -2
compound: CC(C)(C)c1cc(C(=O)NNC(=O)c2ccc(C(F)(F)F)cc2)no1
  A: /; B: 2; C: 2; D: -6; E: 3; F: 5; G: /
compound: O=C(NCC(F)(F)F)[C@H]1[C@H](CO)[C@H]2Cn3c(ccc(-c4ccncc4)c3=O)[C@H]2N1Cc1ccncc1
  A: /; B: -2; C: -8; D: 1; E: 4; F: -15; G: -1
compound: COc1ccc(C(C#N)(CCC#N)CCC#N)cc1OC
  A: -5; B: 6; C: /; D: -2; E: -7; F: /; G: 2
compound: CC1(C)CC(=O)c2sc(NC(=O)c3ccc4ncsc4c3)nc2C1
  A: -7; B: 0; C: -6; D: -7; E: ?; F: -5; G: 2
compound: COc1ccc(SCCN2CC[C@@H](O)CCC2=O)cc1
  A: -5; B: -4; C: -2; D: 9; E: -7; F: /; G: 1
compound: CCOC(=O)c1ccc(NC(=O)NNS(=O)(=O)c2cc(OC)ccc2OC)cc1
  A: /; B: -8; C: 2; D: 15; E: -3; F: -3; G: -5
compound: CNC(=S)NNC(=O)c1cc(C(C)(C)C)nn1Cc1ccc(F)cc1
  A: /; B: 1; C: 8; D: /; E: /; F: 6; G: /
compound: CCCCC(c1nnnn1CS(=O)(=O)c1ccc(C)cc1)N1CCN(C)CC1 (configuration not stated)
  A: /; B: -4; C: -1; D: -2; E: -6; F: -5; G: /
compound: COC(=O)c1cccc(NC(=O)c2cccc([N+](=O)[O-])c2)c1
  A: 2; B: 10; C: 4; D: -2; E: 8; F: 0; G: -3
compound: Cc1cc(NC(=O)COC(=O)CCNS(=O)(=O)c2ccccc2)n(-c2ccccc2)n1
  A: -2; B: -5; C: 3; D: 5; E: 5; F: -4; G: 6
compound: CCCCOc1ccc(C(=O)N(Cc2ccco2)C2CCS(=O)(=O)C2)cc1 (configuration not stated)
  A: -2; B: 0; C: /; D: 4; E: 1; F: /; G: 1
compound: O=C(CSc1nc2ccccc2n1-c1ccccc1)NCC1CCCO1 (configuration not stated)
  A: -4; B: 2; C: /; D: 27; E: -8; F: /; G: 4
compound: COc1ccc(NC(=O)Nc2ccc3c(c2)C(=O)N([C@@H](C)CO)C[C@H](C)[C@@H](CN(C)Cc2ccc4c(c2)OCO4)OCCCC[C@H](C)O3)cc1
  A: 2[16.7 µM]; B: 13; C: -4; D: /; E: -4; F: 0; G: -2

Later entries
Codes – A = miR-122 sensor; B = ARNT-TACC3 inh; C = ERp5 block; D = C2C12 statin; E = esBAF inh; F = SIRT5 inh; G = Cneo AK release
compound: O=c1c2sccc2nc(SCc2ccc([N+](=O)[O-])cc2)n1Cc1ccccn1
  A: /; B: -10; C: -10; D: /; E: /; F: -1; G: /
compound: CC(C)C#Cc1cnc2c(c1)C(=O)N([C@H](C)CO)C[C@H](C)[C@@H](CN(C)C(=O)Nc1cc(F)ccc1F)O2
  A: 14[16.7 µM]; B: 2; C: -4; D: 8; E: 6; F: -1; G: -11
compound: CC1(C(=O)Nc2ccccc2F)CCN1C(=O)Cc1ccc(-c2ccccc2)cc1 (configuration not stated)
  A: 2; B: /; C: 1; D: -9; E: -4; F: /; G: 0
compound: CCCCNCCOCCOc1ccc(Cl)cc1Br
  A: 5; B: -2; C: 5; D: /; E: /; F: -6; G: 10
compound: CN1CCN(NC(=O)Nc2ccc(Br)cc2Cl)CC1
  A: -5; B: 5; C: 6; D: /; E: /; F: 1; G: 2
compound: O=c1ccc(-c2ccc(S(=O)(=O)Nc3ccc(F)cc3)s2)n[nH]1
  A: 10; B: 50*; C: /; D: -3; E: -5; F: 2; G: 7
compound: COC(=O)c1ccccc1NC(=O)c1cc2ncc(Br)cn2n1
  A: 1; B: -5; C: /; D: -1; E: 0; F: /; G: 0
compound: O=C(Nc1cccc(S(=O)(=O)NC2=NCCC2)c1)c1ccccc1OC(F)F
  A: /; B: 1; C: 0; D: /; E: /; F: 2; G: 0
compound: CC(=O)Nc1ccc(S(=O)(=O)Nc2cccc(-c3csc(C)n3)c2)cc1
  A: 283*; B: /; C: 11; D: 1; E: 12; F: 4; G: 10

Fetched one by one from the entries so far, 3 records:
Codes – A = miR-122 sensor; B = ARNT-TACC3 inh; C = ERp5 block; D = C2C12 statin; E = esBAF inh; F = SIRT5 inh; G = Cneo AK release
compound: O=c1ccc(-c2ccc(S(=O)(=O)Nc3ccc(F)cc3)s2)n[nH]1
  A: 10; B: 50*; C: /; D: -3; E: -5; F: 2; G: 7
compound: O=C(Nc1cccc(S(=O)(=O)NC2=NCCC2)c1)c1ccccc1OC(F)F
  A: /; B: 1; C: 0; D: /; E: /; F: 2; G: 0
compound: CCCCNCCOCCOc1ccc(Cl)cc1Br
  A: 5; B: -2; C: 5; D: /; E: /; F: -6; G: 10
